Rin1-Abl PPI inh: human Rin1-Abl interaction inhibition; P00519+Q13671; TR-FRET Rin1/Abl binding, biochemical; inhibition, % at 7.35 µM; 0.4% of 360,000 active; AID 588664; in the data active = inhibition above about 5%, passing the limit was not always enough
eLon inh: E. coli protease La inhibition | P0A9M0 | purified E. coli Lon protease, fluorescence polarization | inhibition, % at 7.94 µM | 0.42% of 360,000 active | AID 602123; in the data active = inhibition above about 13%, passing the limit was not always enough;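 also: 0% = enzyme with probe and DMSO and 100% = no enzyme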
CendR NRP1 mod: modulators of CendR peptide binding to human neuropilin-1 | O14786 | FAM-RPARPAR peptide binding to NRP-1, fluorescence polarization | inhibition, % at 25 µM | 0.85% of 360,000 active;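 active = inhibition or corrected inhibition above about 18%, plus a signal ratio from 0.5 to 1.5, limit read from the data, passing the limit was not always enough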; also: strong numbers were not always called active
Target sequence (O14786 whole entry, looked up): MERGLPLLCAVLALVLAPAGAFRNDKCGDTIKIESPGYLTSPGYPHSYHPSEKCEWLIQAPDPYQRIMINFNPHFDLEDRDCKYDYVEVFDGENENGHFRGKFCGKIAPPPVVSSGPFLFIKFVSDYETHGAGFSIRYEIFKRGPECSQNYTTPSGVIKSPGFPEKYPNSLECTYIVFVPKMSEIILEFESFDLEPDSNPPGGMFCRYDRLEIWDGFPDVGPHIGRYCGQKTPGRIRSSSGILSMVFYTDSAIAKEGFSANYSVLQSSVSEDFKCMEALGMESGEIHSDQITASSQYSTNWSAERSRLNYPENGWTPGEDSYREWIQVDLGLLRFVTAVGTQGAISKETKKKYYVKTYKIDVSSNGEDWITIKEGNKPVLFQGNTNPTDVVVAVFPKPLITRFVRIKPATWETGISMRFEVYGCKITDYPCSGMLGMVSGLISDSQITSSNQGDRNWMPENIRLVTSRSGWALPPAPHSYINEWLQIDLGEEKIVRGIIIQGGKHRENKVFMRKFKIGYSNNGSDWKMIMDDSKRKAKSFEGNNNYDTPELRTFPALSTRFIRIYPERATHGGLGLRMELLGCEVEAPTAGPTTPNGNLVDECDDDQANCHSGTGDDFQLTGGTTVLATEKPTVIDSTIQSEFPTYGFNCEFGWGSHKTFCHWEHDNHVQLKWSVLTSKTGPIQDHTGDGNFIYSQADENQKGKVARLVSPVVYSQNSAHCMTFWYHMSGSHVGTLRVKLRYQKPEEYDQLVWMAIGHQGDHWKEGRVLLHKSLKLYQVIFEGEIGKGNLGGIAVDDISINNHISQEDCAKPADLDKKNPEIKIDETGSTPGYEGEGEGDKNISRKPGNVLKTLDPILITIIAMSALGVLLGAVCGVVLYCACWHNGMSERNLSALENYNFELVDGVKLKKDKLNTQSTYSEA
FAS-TE inh: inhibitors of human fatty acid synthase thioesterase domain. 0.67% of 360,000 active. recombinant FAS-TE, OMFH fluorogenic substrate, fluorescence endpoint. AID 602261. inhibition, % at 15 µM;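 active = compounds whose normalised, plate-corrected inhibition of enzyme fluorescence in the single-dose primary screen is 50% or more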;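 also: 0% = DMSO with enzyme and 100% = substrate without enzyme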
PABP1 MLLE inh: inhibitors of microRNA-mediated deadenylation, human PABP1 MLLE binding; P11940; 0.36% of 360,000 active; inhibition, % at 20 µM; GST-MLLE / FITC-PAM2 fluorescence polarization; in the data active = inhibition above about 35%, passing the limit was not always enough;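 also: plate controls were DMSO wells with GST-MLLE for no effect and wells lacking GST-MLLE protein for full effect; some results filed as inactive read as strong as hits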
Neddyl block: inhibitors of human cullin neddylation. TR-FRET cullin neddylation, biochemical. calls only at 25 µM. 0.58% of 360,000 active; in the data active = inhibition above about 36%
SKN-1 inh: C. elegans SKN-1 inhibition; C. elegans VP596 Pgst-4::GFP/RFP ratio, acrylamide-induced, 24 h; AID 624304; inhibition, % at 21.8 µM; 0.49% of 360,000 active;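 active = interference check ratio from 0.5 to 1.5 plus GFP to RFP signal ratio inhibition reaching or exceeding a fixed threshold, cut at about 30% in these data, passing the limit was not always enough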; also: some compounds called inactive have numbers as strong as hits
MT1-MMP act inh: inhibitors of human MT1-MMP activation. AID 651647. HT1080 RFP-PRO-GFP cells, GFP/RFP ratio fluorescence, overnight; percent of plate control window, DMSO zero. 0.061% of 360,000 active. GFP/RFP ratio change, % at 20 µM;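 active = GFP/RFP ratio change of at least 30% with cell ATP level not reduced by more than half and red fluorescence within 50% of control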; also: strong numbers were not always called active
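Assay system – RFP-PRO-GFP reporter HT1080 cells · Compound dosing – single dose of 20 µM compound, 1% DMSO final · Incubation – overnight compound exposure at 37 °C · Measure – GFP/RFP fluorescence ratio · Benchmarks – DMSO wells and RFP-L50D-GFP cells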
MsrA act: activates bovine MsrA enzyme; purified bovine MsrA, absorbance read-out; activation, % at 10.6 µM; 0.3% of 360,000 active; AID 602163; in the data active = activation above about 7.5%;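 also: 0% = vehicle and 100% = reference activator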
* hit, by the source's call; i = inactive; / = not tested or not shown; + = active, no number. No enrichment for hits. Share with any hit: about 4%.

Sample of the layout (two entries):
SMILES	Rin1-Abl PPI inh	eLon inh	CendR NRP1 mod	FAS-TE inh	PABP1 MLLE inh	Neddyl block	SKN-1 inh	MT1-MMP act inh	MsrA act
O=C(Nc1ccccc1)c1cccnc1Nc1ccccc1	-2	-5	7	5	11	i	-4	/	-11
CC1(C)Cc2nc3sc4c(NCCO)ncnc4c3cc2CS1	3	9	-17	2	21	/	-2	2	-4

The listing, repeating the preview:
SMILES	Rin1-Abl PPI inh	eLon inh	CendR NRP1 mod	FAS-TE inh	PABP1 MLLE inh	Neddyl block	SKN-1 inh	MT1-MMP act inh	MsrA act
O=C(Nc1ccccc1)c1cccnc1Nc1ccccc1	-2	-5	7	5	11	i	-4	/	-11
CC1(C)Cc2nc3sc4c(NCCO)ncnc4c3cc2CS1	3	9	-17	2	21	/	-2	2	-4
COc1ccc(/C=N/NC(=O)c2cc(-c3ccccc3OC(C)C)nc3ccccc23)cc1CN1CCOCC1	-1	-1	10	6	16	i	-5	-3	-8
N=c1oc2c3c4c(cc2cc1C(=O)Nc1ccccc1)CCCN4CCC3	-2	6	126	-153	106	i	-92	-221	-13
CC1=NN(C(=O)c2csc(C)c2C)C(O)(C(F)(F)F)C1 (configuration not stated)	0	-8	13	-12	-12	i	6	-4	-2
N#Cc1ccccc1CN1C(=O)c2ccccc2S1(=O)=O	2	-1	0	1	1	i	0	2	-3
COC(=O)C(NC(=O)c1ccc(F)cc1)(Nc1nc(C)cs1)C(F)(F)F (configuration not stated)	-1	-5	3	-3	0	i	4	4	0
CC(C)NC(=O)Nc1cccc2c1O[C@H](CN(C)C(=O)NC1CCCCC1)[C@H](C)CN([C@H](C)CO)C2=O	2	5	8	1	-2	i	1	1	-6
Cc1ccc(-c2nn(CC(=O)N3CCOCC3)c(=O)c3ccccc23)cc1S(=O)(=O)N(C)C	3	-1	-3	-8	-3	i	6	3	-10
C(=N\NCc1ccccc1)/c1ccc2nccnc2c1	2	-3	2	-1	3	i	-8	0	0
CC(C)OC(=O)CSc1nc(-c2ccc(F)cc2)cc(C(F)(F)F)n1	2	-4	-1	26	14	i	-13	-3	-4
O=C(NNc1ccccc1Cl)C(O)(c1cccc(C(F)(F)F)c1)c1cccc(C(F)(F)F)c1	2	0	4	30	2	i	1	-42	-4
CCOc1ccc(CNC(=O)C(CC)n2nc(C)n3c(cc4occc43)c2=O)cc1OC (configuration not stated)	0	-6	-6	0	2	i	-10	-3	-2
CC(=O)N1CCN(CC(=O)Nc2c(Cl)cccc2Cl)CC1	-1	4	0	-3	-10	i	-10	1	1
NC(=Nc1ccc(Br)cc1)c1ccccc1	1	1	6	-4	0	i	-24	1	-4
CCN(CC(=O)Nc1ccc(NC(C)=O)cc1)C(=O)/C=C/c1c(C)nn(-c2ccc(F)cc2)c1Cl	4	0	-3	-3	-11	i	-3	-2	-1
Cc1cc(Nc2ccc(C)c(C)c2)n2nc(C)nc2n1	-3	0	0	-4	-3	i	15	2	0
Cc1cc(NC(=O)C2CCCCC2C(=O)O)ccc1NC(=O)c1ccccc1 (configuration not stated)	-3	3	-4	-12	3	i	17	5	-2
Cc1ccccc1-c1nc(CS(=O)CC(=O)NCc2ccc3c(c2)OCO3)c(C)o1 (configuration not stated)	2	-5	10	-1	27	i	36*	-6	-1
O=C(CCNC(=O)C1CCN(S(=O)(=O)c2ccccc2)CC1)NCc1ccc(Cl)c(Cl)c1	-5	-7	14	28	5	i	-4	-2	-3
Cc1ccc(C(=O)N/N=C\c2ccccn2)cn1	-3	0	12	-1	6	i	-13	2	-4
COc1ccc(N(CC(=O)N/N=C(\C)c2ccccc2)S(=O)(=O)c2ccccc2)cc1	6	-3	8	-1	-11	i	-14	-2	-5
Cc1ccccc1NC(=S)NCC1CCN(C(C)c2ccccc2)C1 (configuration not stated)	-3	-3	-4	-6	15	i	-8	2	-4
CN(C)C(CNC(=O)c1cccc(S(=O)(=O)Nc2ccc(Br)cc2)c1)c1ccco1 (configuration not stated)	0	-7	-1	-5	-14	i	4	-5	-7
CC1CCCCC1NC(=O)CCn1c(=S)[nH]c2ccccc2c1=O (configuration not stated)	3	-9	11	-6	-74	i	0	0	-2
O=C(O)c1cnn(-c2nc(-c3ccc(Cl)c(Cl)c3)cs2)c1C(F)(F)F	0	0	-21	16	-2	i	-25	-3	-3
COc1ccc(CNC(=O)CCc2cc(OC)c(OC)c(OC)c2)cc1	2	-5	-4	-5	2	i	-5	-2	-1
CC(C)CCn1c(O)c(N=Nc2ccccn2)c2ccccc21	-2	-6	-9	24	8	i	14	-2	-4
NCc1cc2c3c(c1)CCCN3CCC2	0	41	40*	-10	36*	i	62	-3	-4
CCOc1c(Br)cc(C(N)=O)cc1OC	2	-1	6	-4	-4	i	-1	-8	-7
O=C(CN1C(=O)NC2(CCCCC2)C1=O)N1CCN(S(=O)(=O)/C=C/c2ccccc2)CC1	1	-2	9	-3	12	i	8	-3	-5
COc1ccccc1C(CNC(=O)C1CCN(C(=O)Nc2ccccc2)CC1)N1CCCC1 (configuration not stated)	3	-10	-18	-6	-9	i	8	1	-5
O=C(Nc1ccc(F)cc1)c1cc2cc(Cl)ccc2[nH]1	3	-10	-1	0	-6	i	12	3	3
Cc1ccc(C(=O)N2CCN(c3cccc(C)c3C)CC2)o1	0	-7	10	7	-3	i	3	-2	-3
Cc1c(-n2c(SCC(=O)O)nnc2-c2ccccc2Cl)c(=O)n(-c2ccccc2)n1C	-5	0	-11	-2	-3	i	30	2	0
COc1ccccc1N1C(=O)c2cccc3c(Cl)ccc(c23)C1=O	2	3	6	11	1	i	12	-58	-2
COc1cc(OC)c(NC(C)C(=O)N2CCCC2)cc1Cl (configuration not stated)	-3	-9	3	-6	3	i	13	4	-2
CCOc1ccc(C2CC(c3cccc(C)c3)n3ncnc3N2)cc1 (configuration not stated)	-2	3	8	-6	0	i	12	-2	-7
CCc1ccc(C(=O)NNC(=O)[C@H](C)NC(=O)c2ccco2)cc1	1	-7	-5	-5	-5	i	9	4	-2
O=C(c1cccs1)N1CCN=C1SCc1ccccc1F	1	2	-3	19	22	i	0	2	-3
COc1ccc([C@H]2CC(=O)C[C@@H](CCn3cc(CCc4ccccc4)nn3)O2)cc1	/	0	12	26	/	i	4	4	-2
Cc1ccccc1NC(=O)c1ccc(F)c(S(=O)(=O)NCC2CCCO2)c1 (configuration not stated)	7	6	4	-6	12	i	5	-2	-6
COCCNCCCOc1ccc(C(C)(C)c2ccccc2)cc1	2	-2	7	-12	-5	i	10	1	-7
CCN(CC)C(=S)NC(=O)Cc1ccccc1	0	0	1	-5	35	i	3	-1	-7
COC(=O)c1ccc(OCC(=O)Nc2ccccc2C(=O)NC2CC2)cc1	1	-9	-1	-4	-3	i	-2	1	-1
CCC1(CC)C(=O)NC(=O)NC1=Nc1cccc(OC)c1	-2	6	8	-4	0	i	-15	2	-2
Cc1ccccc1N(CC(=O)N/N=C/c1ccc(N(C)C)cc1)C(=O)c1ccccc1	-1	3	-6	4	7	i	16	-5	-7
O=C(NCC(c1ccco1)N1CCc2ccccc2C1)c1ccc(Br)cc1 (configuration not stated)	-1	-2	-5	23	5	i	-3	2	-1
COC(=O)/C=C\C(=O)Nc1cccc([N+](=O)[O-])c1	0	-1	-6	-5	28	i	-3	0	0
Cc1ccc(COC(=O)CN2C(=O)NC3(CCCC3)C2=O)cc1	1	-2	14	-2	-5	i	-6	1	11*
CCc1nn(C(CC)C(=O)NCc2cccc(OC)c2)c(=O)c2cc3occc3n12 (configuration not stated)	0	-3	11	-4	3	i	0	-3	-5
Cc1cc(-c2cccc([N+](=O)[O-])c2)nc2ccccc12	-4	-7	0	11	-23	i	8	2	-1
CS(=O)(=O)N(CCc1ccccc1)CC(=O)NCC1CCCO1 (configuration not stated)	3	-1	0	-3	-9	i	8	6	0
O=C1c2cccc3c([N+](=O)[O-])ccc(c23)C(=O)N1c1ccc(Cl)cn1	-2	65*	13	-159	62	+	-11	-464	1
COC(=O)c1[nH]nc2c1C(=O)N(C1CCCCC1)C2=O	0	-10	-9	-8	-8	i	-7	2	-5
CCOC(=O)CCCCC(=O)c1[nH]c(=O)[nH]c1CSCCO	78*	-2	-5	-2	29	i	11	0	6
COCCSc1nnc(NC(=O)C(C)(C)C)s1	-1	-5	6	-3	-11	i	14	-9	-1
O=C(OCCCN1CCCC1)C1(c2ccccc2)CCCC1	1	0	-14	-5	3	i	0	1	-2
CC1CCc2cc(F)ccc2N1C(=O)c1ccc2c(c1)OCO2 (configuration not stated)	1	5	6	1	5	i	-15	-3	-5
O=C(c1ccccc1)C1C(=O)c2ccccc2C1=O	0	-8	9	-4	34	i	9	-195	-2

(continued)
SMILES	Rin1-Abl PPI inh	eLon inh	CendR NRP1 mod	FAS-TE inh	PABP1 MLLE inh	Neddyl block	SKN-1 inh	MT1-MMP act inh	MsrA act
O=C1NN(c2ccc(Cl)cc2)C(=O)/C1=C\c1ccc(-c2cccc(C(=O)O)c2)o1	-1	-12	-87	-2	-28	i	0	-7	-2
Fc1ccc(-c2nn(-c3ccccc3)cc2CNCc2ccccc2)cc1	4	3	-1	18	0	i	2	-4	-1
CCN(c1ccccc1)S(=O)(=O)c1ccc(Cl)c(NC(=O)CSc2nncs2)c1	1	-3	-4	-1	-12	i	23	-3	2
COc1ccc(CN2CCS(=O)(=O)CC2)cc1OC	2	-5	-4	-4	13	i	4	1	0
Cc1cc(S(=O)(=O)Nc2noc3ccccc23)ccc1F	1	6	10	-3	3	i	-7	3	-8
COc1ccc(Cl)cc1-c1cc(C(=O)N[C@H](C)c2ccccc2)[nH]n1	3	-8	1	9	10	i	-3	-4	-3
CCO[C@H]1OC(C(=O)N2CCCCCCC2)=C[C@@H](c2csc3ccccc23)[C@@H]1CCCO	1	-7	11	3	-14	i	-7	1	-1
Cc1ccc(NC(=S)NC2CCCC2)cc1C	0	-8	-2	-14	-28	i	6	5	-1
COc1ccc(NC(=O)CN(Cc2ccco2)Cc2ccco2)cc1S(=O)(=O)N1CCCCC1	-2	-3	-7	14	2	i	7	1	-3
O=C(O)CCCn1c(=S)[nH]c2c(sc3ccc([N+](=O)[O-])cc32)c1=O	0	-3	0	14	-7	i	5	0	-3
O=C(NC(=S)N1CCc2ccccc21)c1ccccc1Br	-1	-1	12	-7	8	i	4	7	-6
O=C(c1[nH]c(C(F)(F)F)nc1-c1ccccc1)N1CCC(C(O)(c2ccccc2)c2ccccc2)CC1	5	-7	-22	-7	0	i	4	-1	1
CC(=O)c1ccc(N2CCCCCC2)c(F)c1	0	-6	4	2	2	i	5	5	-6
O=C(CCCOc1ccc(Cl)cc1Cl)Nc1ccncc1	6	-2	1	-2	-2	i	-13	8	-9
CCOC(=O)C1=C(C)N(C)C(=O)C1CC(=O)O (configuration not stated)	-1	-2	16	-6	1	i	-36	-2	-10
CC1CN(CCc2ccccc2)c2nc3c(c(=O)[nH]c(=O)n3C)n2C1 (configuration not stated)	-2	11	-7	-3	-11	i	14	2	-4

Full records, looked up by structure. Order of values: Rin1-Abl PPI inh, eLon inh, CendR NRP1 mod, FAS-TE inh, PABP1 MLLE inh, Neddyl block, SKN-1 inh, MT1-MMP act inh, MsrA act
O=C(O)CCCn1c(=S)[nH]c2c(sc3ccc([N+](=O)[O-])cc32)c1=O in the list: 0, -3, 0, 14, -7, i, 5, 0, -3
COc1ccc(NC(=O)CN(Cc2ccco2)Cc2ccco2)cc1S(=O)(=O)N1CCCCC1 in the list: -2, -3, -7, 14, 2, i, 7, 1, -3
CC(=O)c1ccc(N2CCCCCC2)c(F)c1 in the list: 0, -6, 4, 2, 2, i, 5, 5, -6
CCO[C@H]1OC(C(=O)N2CCCCCCC2)=C[C@@H](c2csc3ccccc23)[C@@H]1CCCO in the list: 1, -7, 11, 3, -14, i, -7, 1, -1
O=C(c1[nH]c(C(F)(F)F)nc1-c1ccccc1)N1CCC(C(O)(c2ccccc2)c2ccccc2)CC1 in the list: 5, -7, -22, -7, 0, i, 4, -1, 1
